# LEDGF integ inh: blocks HIV-1 LEDGF/p75-dependent DNA integration. TR-FRET IN-LEDGF/p75 DNA integration, Eu/Cy5. inhibition, % at 3.7 µM. actives 0.64% (n = 370,000);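 active = inhibition above the screen-wide mean plus 3 SD, cut at about 13% in these data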;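 also: signal is the Cy5 over europium emission ratio at 671 and 618 nm; 0% = plate median of compound wells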
# ASAP1 inh: blocks human ASAP1-stimulated Arf1 GTP hydrolysis | Q9ULH1 | GDP FP detection | inhibition, % at 16.5 µM | actives 0.19% (n = 360,000); in the data active = inhibition above about 25%;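 also: 0% = vehicle with enzyme and substrate and 100% = no enzyme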
# Tn6 DDE FP: disrupts Tn6 cyclic peptide binding to fibrin D-Dimer-E complex | inhibition, % at 8.3 µM | P02675 | Fibrin DD(E) TRITC-Tn6 fluorescence polarization displacement | AID 720509 | actives 0.21% (n = 370,000);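 active = inhibition above a per-campaign cutoff: mean of compounds within control limits plus 3 SD, cut at about 15% in these data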;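 also: 0% = median of all compound wells on the plate and 100% = blocking peptide control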
# Target sequence (P02675 whole entry, looked up): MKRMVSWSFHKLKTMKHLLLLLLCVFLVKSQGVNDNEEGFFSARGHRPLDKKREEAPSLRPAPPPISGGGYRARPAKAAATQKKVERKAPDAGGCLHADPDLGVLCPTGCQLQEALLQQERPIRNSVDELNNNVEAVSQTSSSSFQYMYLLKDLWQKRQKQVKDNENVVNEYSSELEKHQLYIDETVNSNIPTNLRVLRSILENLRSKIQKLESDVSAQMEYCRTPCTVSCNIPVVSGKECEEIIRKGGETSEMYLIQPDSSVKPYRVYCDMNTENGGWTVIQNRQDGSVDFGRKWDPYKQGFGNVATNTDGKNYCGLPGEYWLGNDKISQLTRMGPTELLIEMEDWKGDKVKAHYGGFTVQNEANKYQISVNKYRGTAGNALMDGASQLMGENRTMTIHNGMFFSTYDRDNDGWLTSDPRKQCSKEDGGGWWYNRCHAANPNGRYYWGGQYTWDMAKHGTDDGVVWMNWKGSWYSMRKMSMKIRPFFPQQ
# proKLK7 act: activators of human kallikrein-7 zymogen. purified proKLK7, EDANS-DABCYL substrate fluorescence; 100% is mature enzyme control, 0% vehicle. activation, % at 7 µM. actives 0.9% (n = 370,000). AID 652039;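 active = activation above the mean of all tested compounds plus 3 SD, computed per campaign excluding outliers beyond control limits, cut at about 13% in these data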
# Target sequence (P49862 whole entry, looked up): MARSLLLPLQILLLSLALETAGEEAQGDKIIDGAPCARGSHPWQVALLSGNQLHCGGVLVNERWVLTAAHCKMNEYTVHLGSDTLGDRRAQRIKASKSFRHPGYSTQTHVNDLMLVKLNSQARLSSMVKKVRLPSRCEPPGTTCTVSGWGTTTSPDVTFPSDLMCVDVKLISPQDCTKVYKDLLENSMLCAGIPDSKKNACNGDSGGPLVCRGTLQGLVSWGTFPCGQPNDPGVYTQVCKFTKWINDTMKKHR
# PLCg1 inh: inhibitors of human phospholipase C gamma1; purified PLC-gamma1, fluorogenic substrate, fluorescence; inhibition, % at 12.2 µM; actives 0.84% (n = 370,000); in the data active = inhibition above about 9.5%
# ADAM17 inh: ADAM17 inhibition, QFRET primary screen | inhibition, % at 6.95 µM | recombinant ADAM17, EDANS/DABCYL FRET peptide cleavage | P78536 | actives 0.83% (n = 370,000) | AID 720648;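 active = inhibition above the mean of compounds lying between control limits plus 3 SD, set per campaign, cut at about 8.5% in these data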;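 also: 0% = DMSO-only wells as the low control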
# ADAM10 inh: ADAM10 inhibition, QFRET primary screen; O14672; recombinant ADAM10, EDANS/DABCYL FRET peptide cleavage, 3 h; inhibition, % at 7 µM; actives 0.62% (n = 370,000); AID 720582;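 active = inhibition above a per-campaign cutoff equal to the mean of compounds falling between control-based bounds plus 3 SD, cut at about 20% in these data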;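 also: 0% = DMSO wells while the 100% control is not disclosed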
# DDE Tn7 FP inh: disrupts Tn7 cyclic peptide binding to fibrin D-Dimer-E complex; P02675; FP displacement of FITC-Tn7 peptide from fibrin DD(E); 0% = median of compound wells per plate; inhibition, % at 8.3 µM; actives 0.13% (n = 370,000);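 active = inhibition above the mean of compounds falling within the control limits plus 3 SD of them, cut at about 14% in these data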;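 also: 0% = plate median of compound wells and 100% = 10 µM Aha-Tn7 peptide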
#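 Test system – human fibrin DD(E) · Times – 10 min preincubation, 3 h with tracer, room temperature · Detection – fluorescence polarization of the labelled Tn7 tracer · Measure – percent inhibition normalized to high-control wells · Benchmarks – high control wells with 10 µM unlabelled Aha-Tn7 peptide (full inhibition) · Repeats – singlicate testing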
# TDP2 absorb: TDP2 (human) inhibition, absorbance primary screen | O95551 | recombinant TDP2, T5PNP hydrolysis, p-nitrophenol absorbance 415 nm | inhibition, % at 12.8 µM | actives 0.34% (n = 370,000) | AID 720702;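 active = inhibition above the mean of all tested compounds plus 3 SD, set per campaign, cut at about 25% in these data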;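 also: 0% = DMSO with enzyme and 100% = buffer with substrate but no TDP2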
#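 System – recombinant human TDP2 · Amount – 120 nM TDP2 per well · Buffer or medium – Mg2+-containing Tris-HCl buffer, pH 7.5 · Reagent – T5PNP substrate, 5 mM · Dosing – 12.8 µM single point, 1% DMSO · Incubation – 2 h at 37 °C · Measured by – epi absorbance · Read-out basis – percent inhibition · Benchmarks – high control without enzyme, low control DMSO plus TDP2 · Repeats – singlicate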
# ARFGAP1 inhibitor: inhibitors of rat ARFGAP1. Q62848. actives 0.26% (n = 360,000). AID 651572. Arfgap1-stimulated ARF1 GTP hydrolysis, GDP FP detection. inhibition, % at 16.5 µM;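 active = inhibition above a per-plate limit, mean inhibition of low control wells plus 3 SD, cut at about 25% in these data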;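 also: 0% = DMSO wells with enzyme and 100% = wells lacking Arfgap1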
# Target sequence (Q62848 1-136 limits assumed): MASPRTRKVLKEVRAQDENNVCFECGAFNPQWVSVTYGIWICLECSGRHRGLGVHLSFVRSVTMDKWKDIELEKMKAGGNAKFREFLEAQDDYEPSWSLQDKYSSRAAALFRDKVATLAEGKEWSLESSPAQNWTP
#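 System: truncated rat Arfgap1 GAP domain / Medium: HEPES-based buffer, pH 7.5 / Also added: N-terminally truncated human ARF1-GTP substrate / Incubation: enzyme reaction 120 min at 25 °C after 20 min preincubation / Measured by: FP of antibody-bound GDP Alexa 633 tracer, ex 620/em 688 nm / Replicates: singlicate, each compound tested once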
# Numbers without * were called inactive; i = inactive; x = not tested or not shown.
SMILES,LEDGF integ inh,ASAP1 inh,Tn6 DDE FP,proKLK7 act,PLCg1 inh,ADAM17 inh,ADAM10 inh,DDE Tn7 FP inh,TDP2 absorb,ARFGAP1 inhibitor
COc1cccc(C2/C(=C(\O)c3ccc4c(c3)OCCO4)C(=O)C(=O)N2CCN(C)C)c1 (stereo not drawn),-1,4,5,-8.4,-3,2,6,1,-5,2
C=CCNC(=O)c1cc(=O)c2ccccc2o1,0,9,1,0.2,2,-3,0,1,11,-7
CCSc1nc2sc3c(c2c2[n+]1CC(CBr)O2)CCCC3 (stereo not drawn),4,-2,-3,0.9,-1,-2,-4,-5,13,2
CC(C)(C)c1ccc(S(=O)(=O)NNC(=O)C2CCN(Cc3cccc(F)c3)CC2)cc1,-1,-3,3,-0.5,4,1,-11,3,-6,-1
O=C(NNc1ccccc1[N+](=O)[O-])Nc1cccc(Cl)c1,-6,4,0,-0.1,0,-3,9,6,6,-4
Cc1sc2ncnc(N3CCN(C(=O)c4ccco4)CC3)c2c1C,4,2,6,-0.4,1,-1,7,-3,-9,-8
O=C(O)CC(c1ccccc1)c1ccccc1,-1,-1,-5,0.3,3,1,6,-5,-3,-8
COc1ccccc1OCC(=O)N1CCCC(Nc2ccc(F)c(F)c2)C1 (stereo not drawn),-1,-5,-2,0.0,0,1,-3,1,3,-5
CCCCNC(=O)CCn1c(=O)c2ccccc2n(CC(=O)NCCc2ccc(OC)c(OC)c2)c1=O,-1,-2,-12,0.2,7,-6,-1,3,-8,11
O=C1COc2ccc(C(=O)NCc3ccco3)cc2N1,-1,18,-1,0.7,0,-3,-10,-9,5,-2
Cc1ccc(-c2cn(-c3ccccc3)c(SCC(=O)NC3CCS(=O)(=O)C3)n2)cc1C (stereo not drawn),-1,-2,2,-0.1,3,2,1,-9,-2,-4
CC(=O)N1c2ccc(S(=O)(=O)NCCC(=O)N(C)C3CCCCC3)cc2CC1C (stereo not drawn),-1,3,1,-0.2,2,-8,-1,1,-12,-3
Cc1ccc(NC(=O)COC(=O)CCC(=O)c2cccs2)c(Br)c1,3,-7,6,0.3,-5,0,-1,2,5,7
CC1(C)CCc2cc(S(=O)(=O)N3CCN(S(=O)(=O)c4c(F)cccc4F)CC3)ccc2O1,-2,-3,3,0.1,-2,1,12,9,-6,-4
COc1ccccc1NC(=O)c1c(NC(=O)c2ccco2)sc2c1CCC2,-2,12,-9,-0.3,-23,-12,-22,-2,10,3
CCCCC(NC(=O)c1cccc(Br)c1)C(=O)O (stereo not drawn),-1,-2,-3,-0.7,0,2,9,2,-7,5
Cc1cccc(NCN2C(=O)c3ccccc3C2=O)c1,-2,3,-11,0.1,2,-2,-3,2,5,-6
Cc1ccc2[nH]c3c(c2c1)CCN1C(=O)OC(C)(C)C31C (stereo not drawn),1,2,-4,-0.4,1,1,3,8,15,-3
Cc1cccn2c(=O)c3cc(C(=O)NC4CCCC4)c(=N)n(CCCN4CCOCC4)c3nc12,5,-1,-2,35*,-310,i,i,-2,-3,-3
C#CCNC(=O)C[C@@H]1C[C@@]2(C(=O)OC)CCCCC=C2N(Cc2cccc3ccccc23)C1=O,4,-5,6,0.3,-4,1,0,-10,1,-5
Cn1c(COc2ccc(C(=O)O)cc2)nc2ccccc21,5,-23,3,-0.1,3,2,4,2,-10,-5
CNS(=O)(=O)c1cccc(C(=O)OC2CCCCC2=O)c1 (stereo not drawn),-2,-5,0,0.3,0,0,4,1,1,14
CC(=O)c1cccc(Nc2ncnc3ccc(Br)cc23)c1,-2,-4,1,0.1,-18,-4,-8,5,11,13
CC(C)c1nc(SCc2ccccn2)c2c(=O)n(C)c(=O)n(C)c2n1,-2,-22,10,0.0,-2,-1,-3,1,8,-3
OCC[C@@H]1C[C@H](O)[C@@H](O)[C@]2(OCCc3ccccc32)O1,0,7,12,-0.2,2,-3,7,-3,-4,6
CN1CCN(CC(O)COc2ccc(S(=O)(=O)N3CCOCC3)cc2)CC1 (stereo not drawn),-8,8,2,-0.2,1,-3,-9,1,-4,14
CNC(=O)COc1ccc(Nc2nnc(C)c3ccccc23)cc1,4,-6,-3,-0.2,0,-2,0,-3,2,6
O=C(Nc1ccccc1Oc1ccccc1)C1CC1,-3,-11,-4,0.4,-2,-4,-6,1,5,0
COc1cccc(C2=NOC(C(=O)NCCCn3ccnc3)C2)c1 (stereo not drawn),2,6,-3,0.6,-1,-5,6,-4,3,1
CC(=O)c1c(-c2ccccc2)[nH]c2ccccc12,-4,3,2,-1.0,-4,-4,-6,3,-2,9
c1ccc(-c2c(-c3ccccc3)n(Cc3ccco3)c3ncnc(NCCCn4ccnc4)c23)cc1,1,-5,6,-0.3,-13,-16,-40,2,-8,-7
CC1(NC(=S)Nc2ccccc2)CCS(=O)(=O)C1 (stereo not drawn),1,4,4,0.3,4,-2,9,-6,-4,-10
O=C(O)CC/C(=N/NC(=O)CNC(=O)Cc1ccc(Cl)cc1)c1ccccc1,-4,2,-3,-3.9,-8,-4,-9,6,-5,-4
COc1cc(-c2[nH]ncc2CN2CCc3sccc3C2)cc(OC)c1OC,2,-4,-8,0.3,0,-3,-7,-8,-17,-3
CC(=O)Oc1ccc2ccccc2c1C(NC(=O)C(C)C)c1cccc([N+](=O)[O-])c1 (stereo not drawn),-1,-8,0,-0.7,0,-1,4,4,-7,-3
CSC1=C(C#N)C(c2ccccc2Cl)C2=C(N1)c1ccccc1C2=O (stereo not drawn),1,13,1,5.8,-1,-3,-17,0,-3,-5
Cc1ccc(NC(=O)Cn2nc(C(=O)O)c3ccccc3c2=O)c([N+](=O)[O-])c1,1,-3,-5,0.3,1,0,11,-1,-10,-3
O=C(CSc1ccc(C(F)(F)F)cc1[N+](=O)[O-])Nc1ccc2ccccc2c1,3,19,9,-0.5,1,-1,-5,0,11,3
CCOC1=C2[C@H]([C@H]3C(=O)N(c4ccccc4)C(=O)[C@H]3C1)[C@@H](c1ccccc1)N(S(=O)(=O)c1ccc(C)cc1)[C@H]2c1ccccc1,5,1,-4,1.0,1,-2,-1,-4,4,-7
COc1ccc(-c2cc(C(=O)Nc3c(C)n(C)n(-c4ccccc4)c3=O)no2)cc1,0,7,2,0.9,1,-5,3,-1,7,-4
CCc1nc(N)c(C#N)c(-c2ccccc2OC)c1C,5,10,6,0.7,-22,-37,-108,3,3,2
O=C(COC(=O)COc1ccc(Cl)cc1Cl)NC1CC1,8,-4,-1,0.3,-2,-1,2,-4,3,-2
COc1cc(CN2C(=O)C(C)ON=C2c2cccs2)cc(OC)c1 (stereo not drawn),-2,4,5,0.1,-2,-2,-14,2,-4,6
O=C(OC1CCOC1=O)c1cccc(S(=O)(=O)N2CCc3ccccc3C2)c1 (stereo not drawn),-6,-8,-5,0.1,0,-8,2,4,4,3
C=CCC(C)(NCc1ccccc1)c1ccc(C)cc1 (stereo not drawn),1,-5,5,-0.3,2,2,5,5,-3,2
O=C(CN1C(=O)NC2(CCOc3ccccc32)C1=O)Nc1ccc(F)c(F)c1F (stereo not drawn),-5,-1,-3,0.0,2,-4,-3,8,4,3
Cc1cccc(NC(=O)N2C3CCCC2CC(NC(=O)C2CC2)C3)c1 (stereo not drawn),-1,8,4,-0.3,-1,-3,5,-1,-6,4
CC(Oc1ccc(Br)cc1)C(=O)Nc1ccc(S(=O)(=O)Nc2nccs2)cc1 (stereo not drawn),2,4,-7,-0.5,1,-1,10,-1,11,-6
CCc1cc(=O)oc2c(C)c(OCC(=O)N3CCC[C@@H]3C(=O)O)ccc12,5,3,-1,-1.0,-17,-85,-340,-4,5,9
COc1cc(/C=N/n2c(-c3ccccc3)n[nH]c2=S)cc(OC)c1O,-4,4,-1,-1.5,-3,-8,-6,-3,0,3
COc1cccc(C(O)c2nc(-c3cc4ccccc4o3)cs2)c1 (stereo not drawn),-2,15,0,-0.1,-2,3,0,-9,-5,12
COc1ccc2[nH]c(=O)c(CN(Cc3nnnn3Cc3ccc(F)cc3)CC3CCCO3)cc2c1 (stereo not drawn),3,-3,-5,2.7,-29,-40,-137,2,-2,-6
CN(C)S(=O)(=O)c1cccc(C(=O)Nc2ccccc2C(=O)NC2CC2)c1,1,5,4,0.0,-6,-2,2,-2,5,-6
CCCCN(C(=O)COC(=O)c1ccccc1)c1c(N)n(CCC)c(=O)[nH]c1=O,-3,-3,-2,-0.5,4,1,-20,-2,-11,5
CCOC(=O)CNC(=O)CSc1cc(C)nc2ccc(OC)cc12,-4,-6,4,-0.4,-4,-9,-24,7,-5,16
Cc1ccc2[nH]c(=O)c(C3=NN(C(=O)CCC(=O)O)C(c4cccs4)C3)c(-c3ccccc3)c2c1 (stereo not drawn),3,0,0,2.3,-67,-43,-168,-3,-7,-5
O=C(CSc1nnc(NC(=O)C2CC2)s1)Nc1ccccc1C(F)(F)F,2,9,-1,-0.1,2,0,2,4,2,2
CCn1c2ccccc2c2cc(NC(=O)C3CCN(S(=O)(=O)c4cccs4)CC3)ccc21,0,-5,0,-0.5,2,0,4,-7,6,-12
Cc1ccsc1C(=O)OCC(=O)N1CC(=O)Nc2ccccc21,3,-6,5,-0.4,0,-5,-7,-1,4,-3
O=C(c1ccccc1NS(=O)(=O)c1ccc(F)cc1)N1CCc2ccccc21,0,14,1,0.0,-1,-3,-7,2,-1,5
CCCCCn1nnnc1C1(C)CCSCC(=O)N1Cc1ccco1 (stereo not drawn),2,x,-3,0.2,2,0,1,2,-4,x
